APJ antag: antagonists of human APJ apelin receptor; P35414; CHO-K1 APJ beta-arrestin complementation, luminescence; inhibition, % at 20 µM; hit rate 0.32% among 330,000; AID 2521;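 active means inhibition above about 40% at 20 µM, limit read from the data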;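 further: cells challenged with 10 nM apelin-13 agonist together with compound; plate controls were apelin-13 plus DMSO wells for no effect and DMSO wells lacking apelin-13 for full effect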
Target sequence (P35414 whole entry, looked up): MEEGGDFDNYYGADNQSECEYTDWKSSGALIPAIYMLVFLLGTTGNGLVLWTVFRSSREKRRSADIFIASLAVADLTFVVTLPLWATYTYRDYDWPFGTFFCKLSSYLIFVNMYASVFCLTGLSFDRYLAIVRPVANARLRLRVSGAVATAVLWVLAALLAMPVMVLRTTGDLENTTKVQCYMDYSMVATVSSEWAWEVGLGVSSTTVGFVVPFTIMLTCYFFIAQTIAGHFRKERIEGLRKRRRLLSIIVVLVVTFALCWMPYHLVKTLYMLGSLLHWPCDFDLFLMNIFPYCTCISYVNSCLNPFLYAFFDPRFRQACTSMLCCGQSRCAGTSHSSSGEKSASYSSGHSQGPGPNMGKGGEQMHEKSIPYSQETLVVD
Jurkat NFkB inh: lowers PMA/ionomycin-induced NF-kB signal in Jurkat cells | inhibition, % at 4 µM | PMA/ionomycin-induced NF-kB luciferase reporter, luminescence | hit rate 0.53% among 330,000; in the data active means inhibition above about 50%
Gli-Sufu antag: antagonists of Gli-Sufu signaling | Sufu-KO-LIGHT fibroblasts, Gli luciferase reporter luminescence | inhibition, % at 5 µM | hit rate 0.74% among 340,000 | AID 588413;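 active means inhibition above about 55%, limit read from the data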;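 further: 0% = DMSO-treated cells and 100% = wells with medium but no cells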
UBC13 polyUb: blocks human UBC13 polyubiquitin chain formation; hit rate 0.47% among 330,000; TR-FRET; P61088; AID 485273; inhibition, % at 20 µM; in the data active means inhibition above about 45%, passing the limit was not always enough; inconclusive means no clear call, values can overlap the other calls
697 NFkB inh: lowers PMA/ionomycin-induced NF-kB signal in 697 B cells; 697 B-cell NF-kB luciferase reporter, 16 h; inhibition, % at 4 µM; hit rate 0.33% among 330,000; AID 435022; in the data active means inhibition above about 35%
CXCR6 block: inhibitors of human CXCR6 receptor. hit rate 0.36% among 360,000. inhibition, % at 20 µM. CHO-K1 PathHunter CXCR6 beta-arrestin, luminescence; in the data active means inhibition above about 34%, passing the limit was not always enough;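 further: antagonist mode with CXCL16 agonist at 10 nM final; 0% = 10 nM CXCL16 with DMSO and 100% = unstimulated wells without agonist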
Target sequence (O00574 whole entry, looked up): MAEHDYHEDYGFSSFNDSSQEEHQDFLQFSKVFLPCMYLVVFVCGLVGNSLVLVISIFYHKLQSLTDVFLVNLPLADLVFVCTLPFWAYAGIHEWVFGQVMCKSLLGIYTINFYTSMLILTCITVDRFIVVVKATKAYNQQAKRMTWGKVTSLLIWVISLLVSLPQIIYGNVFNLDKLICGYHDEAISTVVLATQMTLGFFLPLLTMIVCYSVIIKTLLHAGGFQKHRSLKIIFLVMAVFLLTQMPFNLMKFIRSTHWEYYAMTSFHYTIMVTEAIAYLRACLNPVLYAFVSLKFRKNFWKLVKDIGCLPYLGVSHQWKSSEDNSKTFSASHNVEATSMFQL
EBI2 antag: blocks human EBI2 receptor beta-arrestin signaling; P32249; EBI2 beta-arrestin recruitment, luminescence, 7a,25-OHC stimulated; hit rate 0.81% among 360,000; inhibition, % at 5 µM; in the data active means inhibition above about 38%;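 further: enzyme fragment complementation signal reports receptor beta-arrestin coupling in cells; 0% = agonist plus DMSO wells and 100% = wells without agonist; some results beyond the cut were filed as inactive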
Target sequence (P32249 whole entry, looked up, the tested form may be a part): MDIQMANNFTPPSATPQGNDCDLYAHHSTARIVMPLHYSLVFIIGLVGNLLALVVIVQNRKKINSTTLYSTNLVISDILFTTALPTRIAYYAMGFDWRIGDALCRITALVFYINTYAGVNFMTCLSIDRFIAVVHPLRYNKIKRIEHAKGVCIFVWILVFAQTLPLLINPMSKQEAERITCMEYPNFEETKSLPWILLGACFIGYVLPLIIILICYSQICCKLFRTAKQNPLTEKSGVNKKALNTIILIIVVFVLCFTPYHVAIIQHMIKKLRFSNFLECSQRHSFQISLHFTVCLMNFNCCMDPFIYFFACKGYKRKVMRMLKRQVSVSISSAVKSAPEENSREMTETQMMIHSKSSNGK
CCR6 antagonist: CCR6 (human) receptor antagonism | AID 493098 | hit rate 0.49% among 340,000 | CHO-K1 CCR6 PathHunter beta-arrestin, luminescence, CCL20-stimulated | inhibition, % at 20 µM | P51684;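 active means compounds whose inhibition of the agonist-driven luminescence signal at 20 µM reaches about 50%, limit read from the data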;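 further: cells stimulated with CCL20 at 14 nM final; plate controls were DMSO with CCL20 for no effect and DMSO without agonist for full effect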
* = called active by the depositor; ? = inconclusive; · = not tested or not shown.

Letter code – A = APJ antag; B = Jurkat NFkB inh; C = Gli-Sufu antag; D = UBC13 polyUb; E = 697 NFkB inh; F = CXCR6 block; G = EBI2 antag; H = CCR6 antagonist
Cc1cc(C(=O)N(C)CC2CCCN(CCc3ccc(F)cc3)C2)c(C)o1 (stereo unspecified)
  A: -4; B: 22; C: 16; D: -2; E: 11; F: 11; G: 6; H: 6
COc1ccccc1C1CC(=O)Oc2c(C(C)C)ccc(C)c21 (stereo unspecified)
  A: ·; B: ·; C: 6; D: ·; E: 9; F: 1; G: 12; H: 11
CCCCNc1cc(=O)n(C)c(=O)[nH]1
  A: 2; B: -13; C: 1; D: -6; E: -17; F: -1; G: -5; H: 5
CCOC(=O)C1CN(S(=O)(=O)c2ccccc2)CCN1S(=O)(=O)c1ccccc1 (stereo unspecified)
  A: -2; B: -2; C: 4; D: -1; E: 1; F: -1; G: 6; H: 2
Brc1ccc(-c2csc(NNC3=NCCCCC3)n2)cc1
  A: -1; B: 3; C: 7; D: 0; E: -13; F: 9; G: 13; H: 34
O=C(NC(=S)NCC1CCCO1)c1ccccc1 (stereo unspecified)
  A: 11; B: -7; C: -26; D: 5; E: 10; F: 3; G: -18; H: 9
COc1ccccc1Cn1c(/C=C/c2ccccc2)nc2ccccc21
  A: 4; B: -5; C: -49; D: 15; E: -4; F: 21; G: 44; H: 17
O=C1OC(Nc2ccc(Br)cn2)c2ccccc21 (stereo unspecified)
  A: 11; B: -7; C: -4; D: 6; E: 20; F: -2; G: -13; H: -3
O=C(CSc1nc2[nH]ncc2c(=O)[nH]1)Nc1nccs1
  A: 7; B: -1; C: ·; D: 2; E: 3; F: ·; G: ·; H: ·
COc1cc2c3c(c1)C1(C(=O)N3C(C)(C)C=C2C)C(C#N)=C(N)Oc2cc(O)ccc21 (stereo unspecified)
  A: -13; B: -20; C: 24; D: 2; E: -12; F: 12; G: 5; H: 17
Cc1cc(=O)oc(C)c1C(=O)N1CCCc2ccccc21
  A: 5; B: 13; C: 5; D: -12; E: -7; F: -5; G: -1; H: -6
CC1=CC(=C(C#N)C#N)C=C(C)N1Cc1ccc(Cl)cc1
  A: 5; B: -5; C: 33; D: 10; E: -7; F: 0; G: 31; H: 16
O=C(NCCOc1ccccc1Cl)C(=O)NCCOc1ccccc1Cl
  A: -14; B: -2; C: 1; D: 1; E: 12; F: -3; G: 7; H: 22
Cn1nnnc1Sc1ncnc2scc(-c3cc4ccccc4o3)c12
  A: 16; B: 32; C: 15; D: 1; E: 19; F: 11; G: 16; H: 17
Fc1ccc(Cn2nnnc2CN2CCN(C3CCCCC3)CC2)cc1
  A: 13; B: -5; C: 13; D: 4; E: 2; F: -2; G: 9; H: 3
CC(C)CC(=O)Nc1nnc(SCC(=O)Nc2ccc3c(c2)OCO3)s1
  A: 2; B: 0; C: 3; D: 8; E: -17; F: 5; G: -3; H: 12
COc1ccc2c(-c3ccccc3)cc(SCC(=O)NC3CCS(=O)(=O)C3)nc2c1 (stereo unspecified)
  A: -4; B: 9; C: 9; D: ?; E: -1; F: 6; G: 29; H: 10
COc1ccc(-c2csc(N(CCCN(C)C)C(=O)c3ccccc3F)n2)cc1
  A: 3; B: -7; C: 25; D: 16; E: -7; F: -10; G: 11; H: -7
O=C(NC1CCCCC1)C(c1ccc(F)cc1)N(C(=O)c1csnn1)C1CCCC1 (stereo unspecified)
  A: 13; B: -3; C: -11; D: 7; E: -4; F: 1; G: 11; H: 12
Cc1ccc2nc(NC(=O)C3CCCN3C(=O)OC(C)(C)C)sc2c1 (stereo unspecified)
  A: -6; B: -13; C: -9; D: 6; E: -4; F: -10; G: 6; H: 18
COc1ccc(-c2noc(N3CCC(C(=O)NCCCN4CCCC(C)C4)CC3)n2)cc1 (stereo unspecified)
  A: 23; B: -8; C: 5; D: 13; E: 4; F: 3; G: -3; H: -2
Nc1cc(Cl)cc2c1-c1ccc(Cl)cc1C2O (stereo unspecified)
  A: ·; B: ·; C: -3; D: ·; E: ·; F: -11; G: -6; H: -10
O=C(CN1C(=O)C2C3CC(C(Br)C3Br)C2C1=O)OCC(=O)c1cccc([N+](=O)[O-])c1 (stereo unspecified)
  A: 44*; B: -15; C: 2; D: -2; E: 8; F: 26; G: 5; H: 42
CN(Cc1ccc(F)cc1)C(=O)c1cc(COc2ccc(-n3cncn3)cc2)on1
  A: -5; B: 10; C: 29; D: 13; E: -19; F: -9; G: -8; H: 4
Cc1ccc(NS(=O)(=O)c2ccc(-c3cnc(C4CC4)o3)cc2)cc1
  A: -56; B: 40; C: -6; D: 2; E: -60; F: -5; G: 2; H: -13
CS(=O)(=O)Nc1ccccc1C(=O)O
  A: -6; B: -7; C: -2; D: -4; E: -2; F: -7; G: -5; H: 14
CCOc1ccc(Br)cc1S(=O)(=O)NC(=O)c1ccccc1
  A: 12; B: 5; C: 5; D: -11; E: 15; F: -4; G: 2; H: -5
C/C(=N/N=C(\C)c1ccccc1O)c1ccccc1O
  A: 0; B: -72; C: -24; D: -8; E: -77; F: -2; G: -7; H: -12
CCN(CC)S(=O)(=O)c1cc(C(=O)OCC(=O)c2ccc3c(c2)NC(=O)CO3)ccc1F
  A: 11; B: 6; C: 4; D: 4; E: 6; F: 6; G: 1; H: 21
CCOc1ccccc1CNCCNCC(C)O (stereo unspecified)
  A: -1; B: 4; C: -1; D: 2; E: 21; F: -6; G: 8; H: 9
CCN=C(NCC)SC1CC(=O)N(c2ccc(OCC)cc2)C1=O (stereo unspecified)
  A: -29; B: 0; C: -16; D: 4; E: 17; F: -4; G: 7; H: 14
CN(C)C1=NC[C@H](Cc2ccccc2)N1CCc1cccc(F)c1
  A: -37; B: 3; C: 13; D: -8; E: -3; F: 12; G: -5; H: 3
O=C(Nc1cccnc1)c1c(F)c(F)c(F)c(F)c1F
  A: 30; B: -2; C: 6; D: 6; E: 6; F: -8; G: -10; H: -9
COc1ccc(CCNC(=O)C2CC(=O)N(C3CCCC3)C2)cc1OC (stereo unspecified)
  A: 13; B: -4; C: -5; D: 0; E: 9; F: 1; G: -10; H: 0
O=C(CCn1nc(-c2ccccc2)ccc1=O)N1CCN(c2ccccn2)CC1
  A: -12; B: -6; C: 7; D: -7; E: -23; F: 1; G: -5; H: -2
O=C(Cc1ccccc1)N1CCN(S(=O)(=O)c2cccc([N+](=O)[O-])c2)CC1
  A: -26; B: 6; C: 17; D: -8; E: -2; F: -8; G: -5; H: 0
CC(=O)N/C(=C\c1ccc(F)cc1)C(=O)OCc1ccccc1
  A: 15; B: 11; C: -7; D: -3; E: 6; F: 3; G: -4; H: 2
CC(NC(=O)c1ccc(OC2CCN(C(=O)c3cccnc3)CC2)cc1)C1CC1 (stereo unspecified)
  A: 13; B: -14; C: -11; D: -2; E: -2; F: -8; G: 4; H: 0
CSCC[C@H](NC(=O)OCc1ccccc1)C(=O)O
  A: -18; B: -6; C: 3; D: 6; E: 2; F: -1; G: -19; H: -5
c1ccc(NC2=NCCN2CC2CCCCC2)cc1
  A: 7; B: -3; C: 0; D: -2; E: -14; F: -11; G: 4; H: 6
Cc1nc(Cl)nc(N(C)c2ccccc2)c1[N+](=O)[O-]
  A: 14; B: -1; C: 6; D: -1; E: 11; F: -14; G: 6; H: -28
COc1cccc(C(=O)COC(=O)c2n[nH]c(=O)c3ccccc23)c1
  A: 30; B: 6; C: 19; D: 5; E: 19; F: 3; G: -6; H: 18
COc1ccc(N(C)S(=O)(=O)c2cccc(C(=O)OCC(=O)N(C)c3ccccc3)c2)cc1
  A: 1; B: -7; C: 4; D: 4; E: -10; F: -3; G: 5; H: 15
COc1cc(/C=C(/NC(=O)c2ccccc2)C(=O)N2CCN(C)CC2)c([N+](=O)[O-])cc1OC
  A: -2; B: 0; C: -5; D: -3; E: 11; F: 1; G: -8; H: 0
COc1cc(S(=O)(=O)Nc2ccccc2N2CCCCC2)ccc1NC(C)=O
  A: -1; B: 35; C: -2; D: 9; E: -31; F: 9; G: 8; H: 0
N#CC1=C(N)Oc2n[nH]c(-c3ccncc3)c2C1c1ccsc1 (stereo unspecified)
  A: 8; B: 0; C: 12; D: -23; E: -12; F: -8; G: -13; H: -7
CC1=C(C)CS(=O)N(c2ccc(S(N)(=O)=O)cc2)C1 (stereo unspecified)
  A: -4; B: 7; C: 10; D: 5; E: 5; F: 4; G: -13; H: 10
COc1ccccc1NC(=O)Nc1ccnn1C1CCCCC1
  A: 20; B: -3; C: -4; D: 4; E: 19; F: -5; G: -4; H: 5
O=C(CN1CCN(S(=O)(=O)c2ccccc2)CC1)Nc1ccc(N2CCOCC2)cc1
  A: 9; B: -9; C: -14; D: 4; E: -14; F: -10; G: -5; H: -5
Cc1ccc(-n2nc(C)c(NC(=O)CCl)c2C)cc1C
  A: -3; B: 64*; C: 13; D: -5; E: 13; F: 3; G: 6; H: -1

(listing goes on)
Letter code – A = APJ antag; B = Jurkat NFkB inh; C = Gli-Sufu antag; D = UBC13 polyUb; E = 697 NFkB inh; F = CXCR6 block; G = EBI2 antag; H = CCR6 antagonist
Cc1cc(C(=O)N2CCN(c3ncccn3)CC2)c(C)o1
  A: -5; B: 5; C: -4; D: 0; E: 20; F: -8; G: 0; H: 2
COc1ccccc1N(CC(=O)NCC1CCCO1)C(=O)CCC(=O)Nc1nccs1 (stereo unspecified)
  A: -2; B: -2; C: 0; D: -12; E: -4; F: 6; G: -3; H: -13
O=C(CN(Cc1ccc(Cl)cc1)C(=O)CN1C(=O)COc2ccccc21)NC1CCCC1
  A: 13; B: 4; C: -2; D: 3; E: 10; F: -2; G: 14; H: 11
O=c1[nH][nH]c(C(F)(F)F)c1C=Nc1ccc(Cl)cc1
  A: -10; B: -10; C: -40; D: -4; E: -19; F: 4; G: -1; H: 14
COc1cc(NC(=S)N2CCN(c3ccccn3)CC2)cc(OC)c1OC
  A: 26; B: 0; C: 6; D: -7; E: 13; F: 4; G: -2; H: 9
COc1ccc(C(=O)Nc2ccc3c(c2)OCCO3)cc1S(=O)(=O)N1CCOCC1
  A: 7; B: 9; C: -7; D: -2; E: 17; F: 8; G: -6; H: 10
CCOc1ccc(N2C(=O)c3ccc(C(=O)OCc4c(C)noc4C)cc3C2=O)cc1
  A: 4; B: -5; C: -21; D: 3; E: 25; F: 4; G: 12; H: 12
OCCC1CN(Cc2nc(-c3ccccc3)cs2)CCN1Cc1ccc(F)cc1 (stereo unspecified)
  A: -3; B: 1; C: -3; D: -2; E: -9; F: -4; G: 3; H: 0
CC(C)(C)OC(=O)C[C@@H]1C/C=C\C[C@H](CC(=O)N[C@H](CO)Cc2ccccc2)C(=O)N[C@H](Cc2ccccc2)COC1=O
  A: 6; B: -1; C: -3; D: 1; E: 5; F: 2; G: -16; H: -1
CC1CN(C(=O)c2ccc(COc3ccc(C(C)C)cc3)o2)CC(C)O1 (stereo unspecified)
  A: -1; B: -19; C: -68; D: 9; E: -49; F: -5; G: 12; H: 17
Nc1cc(=O)[nH]c(SCC(=O)N2N=C(c3ccc(Cl)cc3)CC2c2ccco2)n1 (stereo unspecified)
  A: 15; B: -2; C: -5; D: -15; E: -28; F: 2; G: 0; H: 1
CS(=O)(=O)c1nc(-c2ccc(Br)cc2)n[nH]1
  A: 13; B: 2; C: 5; D: -9; E: 5; F: 2; G: -10; H: 3
O=S(=O)(Cc1ccccc1)NCc1ccccn1
  A: -8; B: -3; C: 1; D: 1; E: 4; F: -10; G: -6; H: 5
Cn1c(CNC(=O)c2ccco2)nnc1SCC(=O)c1ccccc1
  A: -13; B: 11; C: 13; D: 20; E: 0; F: 6; G: -3; H: -6
O=C(O)C1C2CCC(O2)C1C(=O)Nc1cccc(Cl)c1 (stereo unspecified)
  A: 11; B: 4; C: 2; D: 4; E: 0; F: 6; G: 5; H: 6
CN(C)c1ccc(N2C(=NC(=O)COc3ccccc3)SC3CS(=O)(=O)CC32)cc1 (stereo unspecified)
  A: 17; B: -10; C: -1; D: -6; E: -62; F: 7; G: 4; H: 7

Part of the list above, reduced to APJ antag, CXCR6 block and CCR6 antagonist.
| canonical_smiles | APJ antag | CXCR6 block | CCR6 antagonist |
| --- | --- | --- | --- |
| OCCC1CN(Cc2nc(-c3ccccc3)cs2)CCN1Cc1ccc(F)cc1 (stereo unspecified) | -3 | -4 | 0 |
| CC(C)(C)OC(=O)C[C@@H]1C/C=C\C[C@H](CC(=O)N[C@H](CO)Cc2ccccc2)C(=O)N[C@H](Cc2ccccc2)COC1=O | 6 | 2 | -1 |
| CC1CN(C(=O)c2ccc(COc3ccc(C(C)C)cc3)o2)CC(C)O1 (stereo unspecified) | -1 | -5 | 17 |

Screening data from PubChem.
